PLAP act: human PLAP activation | purified PLAP enzyme, luminescent substrate read-out; hits give high values | activation fold at 20 µM | 96,000 compounds, 1.2% hits | AID 696; in the data active means activation fold above about 2
Target sequence (P05187 whole entry, looked up): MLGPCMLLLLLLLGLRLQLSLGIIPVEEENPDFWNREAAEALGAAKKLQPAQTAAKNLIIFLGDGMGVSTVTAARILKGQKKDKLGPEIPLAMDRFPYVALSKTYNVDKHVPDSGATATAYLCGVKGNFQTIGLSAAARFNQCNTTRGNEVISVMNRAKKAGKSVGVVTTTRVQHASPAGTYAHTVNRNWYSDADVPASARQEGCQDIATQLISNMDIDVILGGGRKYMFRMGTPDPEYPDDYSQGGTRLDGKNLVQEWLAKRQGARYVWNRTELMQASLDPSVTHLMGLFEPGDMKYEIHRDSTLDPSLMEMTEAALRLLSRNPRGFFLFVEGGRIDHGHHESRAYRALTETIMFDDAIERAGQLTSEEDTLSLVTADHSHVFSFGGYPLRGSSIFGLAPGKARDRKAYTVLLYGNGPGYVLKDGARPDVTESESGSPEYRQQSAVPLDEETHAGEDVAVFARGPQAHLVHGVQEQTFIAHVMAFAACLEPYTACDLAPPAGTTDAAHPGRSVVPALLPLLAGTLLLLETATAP
EphB4 antag: EphB4-ephrin-B2 interaction antagonism. EphB4 LBD / TNYL-RAW-Alexa532 peptide, fluorescence polarization. AID 720. P54760. inhibition, % at 7 µM. 97,000 compounds, 0.15% hits;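 active means inhibition above the screen-wide mean inhibition plus 3 SD, cut at about 15% in these data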;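 further: 0% = DMSO wells and 100% = excess unlabeled TNYL-RAW peptide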
CYP2C19 act: increases human CYP2C19 enzyme activity; P33261; recombinant CYP2C19, luciferin-H EGE luminescence; hits give high values; 0 = fully inhibited enzyme, 1 = untreated enzyme; activation factor at 5 µM; 96,000 tested, under 10 active; AID 1025;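 active means activation factor of at least 2 at 5 µM in the primary screen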;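 further: 0 = wells with 2.5 mM tranylcypromine and 1 = vehicle-only wells; values of inactives mirror those of a sister screen read the other way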
Target sequence (P33261 whole entry, looked up): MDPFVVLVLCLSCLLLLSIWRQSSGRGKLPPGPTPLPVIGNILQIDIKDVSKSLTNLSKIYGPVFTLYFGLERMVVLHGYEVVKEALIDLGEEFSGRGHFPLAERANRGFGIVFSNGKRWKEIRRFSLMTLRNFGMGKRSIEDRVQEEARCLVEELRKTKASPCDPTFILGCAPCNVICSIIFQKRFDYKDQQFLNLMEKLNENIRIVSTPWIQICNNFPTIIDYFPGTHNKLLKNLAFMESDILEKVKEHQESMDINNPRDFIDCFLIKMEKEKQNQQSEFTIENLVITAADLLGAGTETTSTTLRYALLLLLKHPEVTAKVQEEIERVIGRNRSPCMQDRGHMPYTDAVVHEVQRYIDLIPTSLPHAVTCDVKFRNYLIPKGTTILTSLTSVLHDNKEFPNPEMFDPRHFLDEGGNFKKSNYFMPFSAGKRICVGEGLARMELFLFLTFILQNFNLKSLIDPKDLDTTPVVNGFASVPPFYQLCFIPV
Ecoli WT expand: E. coli BW25113 growth inhibition, expanded screen | growth inhibition, % at 100 µM | AID 710 | 98,000 compounds, 0.15% hits | OD600 absorbance;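 active means growth inhibition above about 50% at one test dose, limit read from the data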;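 further: growth measured after 20 h incubation at 37 °C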
CYP2C9 activ: CYP2C9 (human) activation; P11712; recombinant CYP2C9, luciferin-H conversion, luminescence; hits give high values; factor 1 = untreated enzyme, 0 = blocked; activation factor at 5 µM; 96,000 compounds, 1.4% hits; AID 1024;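 active means activation factor of 2 or more for CYP2C9 at a 5 µM dose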;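 further: 0 = sulfaphenazole-blocked wells and 1 = vehicle-only wells; values of inactives mirror those of a sister screen read the other way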
PostGolgi yeast: growth inhibition of a yeast mutant, post-Golgi transport screen; inhibition, % at 10 µM; post-Golgi transport phenotypic cell assay; 98,000 compounds, 0.9% hits; in the data active means inhibition above about 30%;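 further: yeast cells grown in 1536-well plates; yeast grown about 18 h at 30C before absorbance read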
CYP2C9 inh: human CYP2C9 inhibition | 96,000 compounds, 20% hits | inhibition, % at 5 µM | CYP2C9 Supersomes, luciferin-H conversion, luminescence | P11712;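 active means blocking of liver enzyme CYP2C9 beyond about 50% at 5 µM, limit read from the data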; further: values of inactives mirror those of a sister screen read the other way
Pyk2 oligo antag: Pyk2 (human) oligomerization antagonism; Q14289; Q293 cells, Pyk2 FERM NanoBiT luminescence; hits give low values; z-score (the deposit names both 25 µM and 10 µM); 99,000 compounds, 0.83% hits;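 active means Z-score of -3 or lower, scaled per plate to the spread of control and sample wells; inactive means z-score above -3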;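 further: negative z-score means lost luminescence so less FERM oligomerization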
CYP2C19 inhib: inhibitors of human CYP2C19. AID 778. 96,000 compounds, 21% hits. P33261. inhibition, % at 5 µM. CYP2C19 Supersomes, luciferin-H EGE luminescence, 30 min;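 active means CYP2C19 inhibition above a set limit at 5 µM in the primary screen, cut at about 50% in these data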;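 further: plate controls were negative control wells for no effect and 2.5 mM tranylcypromine positive control for full effect; values of inactives mirror those of a sister screen read the other way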
The depositor's hits bear a star; / = no result given.

Every second line gives: PostGolgi yeast	EphB4 antag	CYP2C9 inh	CYP2C19 inhib	Pyk2 oligo antag	CYP2C9 activ	PLAP act	Ecoli WT expand	CYP2C19 act
> O=C(Nc1nccs1)C1CC2CCC1C2 (stereo not drawn)
  3	1	5	18	-0.82	1	1.1	2	0.8
> CCCN1C(=O)C(O)(C2CC(=O)CC(C)(C)O2)c2ccccc21 (stereo not drawn)
  -3	0	-30	15	0.7	1.3	0.8	4	0.8
> O=C(c1cc(-c2ccco2)on1)N1CCN(c2ccccc2)CC1
  6	/	87*	84*	/	0.1	1.3	-4	0.2
> COc1ccc(Cn2ccnc2)cc1Br
  -13	-2	88*	92*	-0.36	0.1	1.2	11	0.1
> CCc1nnc(NC(=O)CSc2nnc(-c3ccccc3OC)n2-c2ccccc2)s1
  -1	-1	/	/	-2.9	/	/	-12	/
> Cn1cccc1Cc1nnc(SCC(=O)N2CCN(c3ccccc3)CC2)n1-c1ccc(F)cc1
  3	-4	12	9	0.41	0.9	1.6	6	0.9
> Clc1ccc(CSc2nnc(-c3ccccn3)n2Cc2ccco2)c(Cl)c1
  4	2	-12	-4	-2.2	1.1	1.7	-9	1
> O=C(Nc1nccs1)c1ccc(COc2ccc(F)cc2)o1
  -5	-3	10	14	-0.95	0.9	0.9	-4	0.9
> CCOc1ccc(C)cc1S(=O)(=O)n1ccnc1
  11	7	61*	44	1	0.4	1	1	0.6
> Cn1c(=O)n(CC(=O)NCc2cccnc2)c2ccccc21
  4	0	-10	-5	0.41	1.1	0.8	5	1.1
> O=C(NC1CCCCC1)N1CCSC1=Nc1ccccc1
  5	6	23	2	-0.38	0.8	1.4	5	1
> COc1ccc(CCNc2ncnc3[nH]ncc23)cc1OC
  -3	4	25	30	-0.15	0.7	2*	1	0.7
> CCc1ccc2[nH]c(=O)c(CN(Cc3ccco3)S(=O)(=O)c3ccc4c(c3)OCCO4)cc2c1
  0	-2	-10	-7	0.28	1.1	0.9	-10	1.1
> CC(=O)Nc1c2c3c(cccc3n(C)c1=O)C(=O)c1ccccc1-2
  1	-4	15	2	0	0.8	1	3	1
> COc1ccccc1-n1c(C)nc2cc(C(=O)O)ccc21
  -10	1	-4	5	0.04	1	1.2	-2	1
> S=c1[nH]nc(Cc2ccccc2)n1-c1ccccc1
  -3	2	25	48	-0.6	0.7	1	8	0.5
> CCOC(=O)N1CCC(NC(=O)c2cc3c(C)nc4ccccc4c3o2)CC1
  -4	-1	61*	40	/	0.4	1.6	2	0.6
> CCOc1ccc2c(=O)c(Oc3ccccc3OCC)coc2c1
  -1	-5	-105	74*	0.58	2.1*	1.1	5	0.3
> COc1cc(NC(=O)COC(=O)c2nc3nc(C)cc(C)n3n2)cc(OC)c1
  2	1	10	-3	0.36	0.9	0.9	2	1
> CN(C(=O)c1coc(=O)c2ccccc12)c1ccc(F)cc1
  -2	4	59*	25	0.41	0.4	1.1	3	0.8
> Cc1ccc(C)n1NC(=O)c1ccc(O)cc1
  3	-4	32	2	-0.19	0.7	1.6	3	1
> O=C(CSc1nc(Cc2ccccc2)nc2ccccc12)Nc1nc2c(s1)CCCC2
  13	-5	93*	85*	0.28	0.1	1.5	-20	0.2
> O=c1c2c3n(c(=S)nc2[nH]n1-c1ccccc1)CCCCC3
  7	5	-10	-18	0.34	1.1	0.9	1	1.2
> Cc1ccc(Nc2nc(-c3ccc(S(=O)(=O)N4CCCC4)cc3)cs2)cc1C
  0	-2	54*	-12	-0.45	0.5	0.9	-11	1.1
> CCc1nc(N2CCN(c3nc(C)cc(C)n3)CC2)c2oc3ccccc3c2n1
  /	/	11	8	/	0.9	1.3	/	0.9
> Cc1cccc(N2C(=O)NC3(CCCCC3)C2=O)c1
  -2	-2	8	15	0.63	0.9	0.9	-3	0.8
> Cn1c(SCCS(=O)(=O)c2ccc(Cl)cc2)nnc1-c1ccccc1
  10	-5	19	42	0.68	0.8	1	-1	0.6
> COC(=O)c1cn(C)c2ccc(S(=O)(=O)N3CCCCC3)cc2c1=O
  -2	4	/	/	-0.24	/	/	4	/
> Cc1nc2c(c(C)nn2-c2ccccc2)c(C)c1Cl
  -1	-3	-1	-9	/	1	1	0	1.1
> N#CC1=C(N)Oc2c(ccc3ccccc23)C1c1ccsc1 (stereo not drawn)
  -2	2	39	33	-0.78	0.6	0.8	7	0.7
> Cc1ccc2[nH]c(=O)c(CN(CCCN3CCOCC3)C(=O)NC3CCCCC3)cc2c1
  -16	-2	-5	6	0.58	1	1.7	2	0.9
> CCN(CC)c1ccc(CN(C(=O)c2ccco2)C2CCS(=O)(=O)C2)cc1 (stereo not drawn)
  4	0	58*	57*	0.15	0.4	1.6	-1	0.4
> Cc1ccc(C(=O)NCCOC23CC4CC(CC(C4)C2)C3)cc1
  5	-7	25	19	-1.2	0.7	1.1	7	0.8
> CCCn1c(SCC(=O)c2cc(OC)ccc2OC)nnc1-c1ccco1
  0	0	46	97*	-0.91	0.5	1.7	-6	0
> COC(=O)c1c(NS(=O)(=O)c2ccc3ccccc3c2)sc2c1CCCC2
  -18	-2	98*	100*	-0.81	0	1.6	-5	0
> O=c1cc(-c2ccccc2)c2ccccc2[nH]1
  19	6	35	22	0.35	0.6	0.7	3	0.8
> O=C(ON=C1CCN(c2ccc([N+](=O)[O-])cc2)CC1)c1ccccc1
  8	-3	5	-6	-0.65	1	1	-1	1.1
> CCCOC(=O)C(C)n1cnc2sc(C)c(C)c2c1=O (stereo not drawn)
  27	16*	56*	70*	0.73	0.4	1.4	1	0.3
> S=c1[nH]nc(-c2ccccc2Cl)n1CC1CCCO1 (stereo not drawn)
  -2	-4	17	6	0.36	0.8	1	-5	0.9
> O=C(NC12CC3CC(CC(C3)C1)C2)N1CCC(O)CC1
  -3	4	4	1	1.4	1	1	5	1
> Cc1ccccc1OCC1CN(CN2CCOCC2)C(=O)O1 (stereo not drawn)
  13	2	-13	11	1.4	1.1	0.9	6	0.9
> O=C(NCc1nnc(SCC(=O)N2CCCC2)o1)c1c(F)cccc1Cl
  2	1	13	3	0.03	0.9	0.8	1	1
> CCCCn1c(SCC(=O)N2CCC(C)CC2)nc2ccsc2c1=O
  7	9	32	24	-1.1	0.7	1.4	-8	0.8
> O=c1c2ccccc2nnn1CSc1nnc(-c2cccnc2)n1-c1ccccc1F
  9	-1	2	75*	-0.03	1	1	5	0.2
> O=C(/C=N/O)NCC1CCNCC1
  4	4	-18	-16	-0.87	1.2	1.1	3	1.2
> CCC(c1nnnn1C1CCCCC1)N(Cc1ccco1)Cc1cc2ccc(OC)cc2[nH]c1=O (stereo not drawn)
  5	7	84*	95*	0.67	0.2	1	-8	0
> CCOc1cccc(C2C(C(=O)c3ccc(C)o3)=C(O)C(=O)N2Cc2ccncc2)c1 (stereo not drawn)
  -1	8	47	3	-0.06	0.5	1.1	1	1
> N#Cc1ccc(-c2nnnn2-c2ccc3c(c2)OCO3)cc1
  -2	2	27	61*	-0.51	0.7	0.8	-3	0.4
> COc1nnc(-c2ccc(N3CCOCC3)c(NC(=O)c3ccccc3)c2)c2ccccc12
  -1	-1	70*	81*	-1.6	0.3	1.5	1	0.2
> CCCN(Cc1cc2ccc(C)cc2[nH]c1=O)C(=O)c1ccccn1
  4	-8	5	16	-0.17	1	1	5	0.8
> CCOC(=O)c1c(C)oc2c1c(C=NCC1CCCO1)c(O)c1ccccc12 (stereo not drawn)
  11	-7	27	11	-1.9	0.7	0.9	-11	0.9
> COc1ccc(NC2=NCC(=O)N2c2ccccc2)c(OC)c1
  -5	8	52*	64*	0.68	0.5	1	0	0.4
> CCOc1ccc(NS(=O)(=O)c2ccc3c(c2)CCN3C(=O)C2CCC2)cc1
  17	1	8	-4	-0.49	0.9	1.1	0	1
> COc1ccc(CCC(C)NC2C3CC4CC(C3)CC2C4)cc1 (stereo not drawn)
  -5	2	1	6	0.28	1	1.1	3	0.9
> Cn1cnnc1SCCC(=O)Nc1ccccc1
  -8	-4	13	43	0.14	0.9	1	-2	0.6
> Cc1cc(=O)cc(C)[nH]1
  21	7	-14	4	0.42	1.1	0.9	1	1
> Cc1ccc(S(=O)(=O)N2CCN(Cc3ccccc3C(F)(F)F)CC2)cc1
  1	-3	22	17	0.06	0.8	1	33	0.8
> CCOC(=O)CCn1nnc(N)n1
  -5	/	31	11	0.45	0.7	0.8	3	0.9
> CSc1nccc(-c2cc(Cl)sc2Cl)n1
  0	3	14	5	0.19	0.9	1.1	5	1
> Cc1nc(N2CCN(C(=O)c3ccc(Cl)cc3)CC2)c(C#N)c2c1COC(C)(C)C2
  8	10	50*	83*	1.7	0.5	1.4	-8	0.2

Carrying on.
Every second line gives: PostGolgi yeast	EphB4 antag	CYP2C9 inh	CYP2C19 inhib	Pyk2 oligo antag	CYP2C9 activ	PLAP act	Ecoli WT expand	CYP2C19 act
> Nn1c(COc2ccccc2)nnc1SC(F)F
  3	1	4	16	0.82	1	1.2	7	0.8
> O=C(N/N=C/c1cccs1)C1CC(=O)N(c2ccccc2)C1 (stereo not drawn)
  1	0	/	/	0.11	/	/	-1	/
> CC1(c2ccc(OC(F)F)cc2)NC(=O)N(CC(=O)NC2CCCCC2)C1=O (stereo not drawn)
  -25	/	24	22	0.94	0.8	1	5	0.8
> Cc1cccc2cc(CN(Cc3cccs3)C(c3nnnn3C3CCCC3)C(C)C)c(=O)[nH]c12 (stereo not drawn)
  17	0	-38	73*	0.25	1.4	1.6	-10	0.3
> COC(=O)c1ccc(C2c3c(n[nH]c3C)C(=O)N2c2ccc(C)cc2)cc1 (stereo not drawn)
  6	1	63*	77*	/	0.4	2.3*	4	0.2
> COc1ccc(NC(=O)C(=O)N/N=C/c2cccnc2)c(OC)c1
  6	-1	-30	-4	-0.58	1.3	1.5	1	1
> CC(=O)Cc1nsc(NC(=O)c2ccc(-c3cccc(C(F)(F)F)c3)o2)n1
  -16	-7	-14	2	-0.42	1.1	0.9	-1	1
> COc1ccc2c(c1)c1ncn(CCc3ccccc3)c(=O)c1n2C
  -16	-3	92*	58*	-0.26	0.1	1.5	-5	0.4
> Cc1c(NC(=O)CSc2ccccn2)c(=O)n(-c2ccccc2)n1C
  1	-3	-11	0	-0.95	1.1	1.5	-5	1
> c1cncc(-c2nc(Oc3ccc(-c4nnco4)cc3)c3c4c(sc3n2)CCCC4)c1
  /	/	98*	93*	/	0	1.5	/	0.1
> CC(=O)NC1=NC(=O)/C(=C/N2CCOCC2)S1
  -5	-7	-8	1	0.46	1.1	0.9	3	1
> Cc1cc2c(c(=O)n1CC1CCCO1)C(c1ccc3c(c1)OCO3)C(C#N)=C(N)O2 (stereo not drawn)
  -6	-3	/	/	0.36	/	/	-2	/
> C=CCN(C(=O)Nc1ccc(Cl)cc1)C1CC(=O)N(c2ccc(OC)cc2)C1=O (stereo not drawn)
  -3	3	12	26	0.02	0.9	1	2	0.7
> COCC(=O)Nc1nnc(COc2ccccc2)s1
  -4	5	-2	-3	0.37	1	1	2	1
> N#Cc1ccccc1Cn1c(=O)n(-c2ccc(CC(=O)NCc3ccco3)cc2)c(=O)c2sccc21
  -2	/	12	-21	/	0.9	1.1	3	1.2
> COc1ccc(S(=O)(=O)Nc2cc(OC)c(NC(=O)c3ccco3)cc2OC)cc1
  -13	-8	94*	57*	-1.6	0.1	1.2	-5	0.4
> O=C(NCCN1C(=O)C2C3C=CC(C3)C2C1=O)Nc1ccccc1 (stereo not drawn)
  0	3	19	70*	/	0.8	1	1	0.3

Retrieved by compound from the list above (2):
Every second line gives: PostGolgi yeast	EphB4 antag	CYP2C9 inh	CYP2C19 inhib	Pyk2 oligo antag	CYP2C9 activ	PLAP act	Ecoli WT expand	CYP2C19 act
> COCC(=O)Nc1nnc(COc2ccccc2)s1
  -4	5	-2	-3	0.37	1	1	2	1
> COc1ccc2c(c1)c1ncn(CCc3ccccc3)c(=O)c1n2C
  -16	-3	92*	58*	-0.26	0.1	1.5	-5	0.4

Source: PubChem

Random draw from the library; overall some 31% were active at least once.
